# GALK inh = blocks human galactokinase activity | actives 0.007% (n = 270,000) | AID 1868 | P51570 | Purified GALK, Kinase-Glo residual ATP luminescence | Potency, µM (top dose mostly 57.5 µM), for the others: top-dose activity change, negative = inhibition, actives largely listed as inhibitors; further: potency means the concentration at half of the fitted maximal effect; on the % scale 0 is the no-effect control and ±100 the full control effect
#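 GALK at 5 nM final was combined with compound, 35 uM ATP and 100 uM galactose in HEPES pH8.0 with MgCl2 and DTT. The reaction ran one hour at room temperature before luminescent ATP detection.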
# Giardia kill = kills Giardia lamblia. actives 0.15% (n = 340,000). Giardia lamblia trophozoite viability. activity change, % at 7.66 µM, hits read low. AID 540267; in the data active means activity change below about -80%; inconclusive means between about -30% and that limit;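 further: parasites exposed to compound for two days anaerobically before the ATP read; on the % scale 0 is the no-effect control and ±100 the full control effect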
#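 Anaerobic 48 hrs incubation at 37 deg C of 100 trophozoites/well with test compounds; ATPLite 1-Step luminescence, 15-30 min RT, reports cellular ATP as viability.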
# Coupling enz = coupling enzyme interference in Giardia aldolase counter-screen | coupling enzyme system counterscreen, AmpLite Red fluorescence | activity change, negative = inhibition, % at 58.2 µM, hits read low | actives 0.67% (n = 290,000) | AID 2472; in the data active means activity change below about -30%; further: on the % scale 0 is the no-effect control and ±100 the full control effect
#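 Counterscreen lacking aldolase: glyceraldehyde-3-phosphate coupling-enzyme reagent preincubated 10 min at RT with compound (at 57.5 uM final), then substrate/coupling system with AmpLite Red added; fluorescence read at 525/598 nm after 20 min RT.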
# Tb PFK inh = inhibitors of T. brucei phosphofructokinase; O15648; T. brucei PFK, ADP-Glo luminescence; Potency, µM (highest dose often 57.5 µM), inactives show top-dose activity, negative = inhibition, actives largely listed as inhibitors; actives 0.17% (n = 330,000); AID 485367;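 further: potency means the concentration at half of the fitted maximal effect; 0% = uninhibited 1x PFK enzyme wells and -100% = no-enzyme wells; nearly all actives have a fitted effect of over 60% in size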
#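 PFK 1.25 nM, F6P 0.5 mM, ATP 0.1 mM, 0.1 M TEA pH 8.0, 5 mM MgCl2, 0.01% Tween20, 0.1% BSA; 45 min RT. ADP-Glo readout. qHTS titration up to 57 uM; curves fitted, compounds curve-classed.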
# BCR signal inh = chronic active BCR signaling inhibition; ABC-DLBCL IkBa-CBG/CBR reporter, luminescence ratio, 4 h; Potency, µM (series often up to 46.1 µM), for inactives: top-dose ratio change, negative = lower green/red ratio, actives largely listed as inhibitors; actives 0.05% (n = 340,000); AID 493014; active means well fitted inhibition curve with a large enough effect in the signal ratio, with a control signal flat, not every such curve was filed as active; inconclusive means small, poorly fitted or top-dose-only effect, or effect the other way, or a change in a side signal; the % refers to the signal ratio;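 further: potency means the concentration at half of the fitted maximal effect; plate controls were basal doxycycline-induced cells for no effect and cells given 10 µM MG132 for full effect; MG132 reads +100%, hits lower the ratio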
#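 Doxycycline induced both beetle luciferases in TMD8 lymphoma cells; IKK-driven degradation limits the IkappaBalpha-fused green signal, while red luminescence normalises for cell number and nonspecific effects. Compounds tested up to 46 uM, 4 hrs.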
# KCNH2 WT inh = inhibitors of human wildtype KCNH2 potassium channel. actives 0.37% (n = 340,000). Q12809. U2OS, BacMam KCNH2, thallium flux FluxOr; hits give low values. activity change, % at 1.84 µM;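 active means maximum activity change below -70%; inconclusive means maximum activity change between -70% and -50%; inactive means maximum activity change above -50%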; further: on the % scale 0 is the no-effect control and ±100 the full control effect
#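 U2OS cells were transduced with wild-type KCNH2 virus (2.03 x 10^8 / mL) for 4 h at room temperature, then cultured overnight at 37 C. Thallium flux was read with FluxOr dye. Rate constants were normalized to DMSO controls.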
# MLL CXXC-DNA inh = inhibitors of human MLL CXXC domain-DNA interaction. MLL-CXXC / FITC-HOXA9 DNA fluorescence polarization. Potency, µM (titrated, usually from 115 µM), for inactives: at the highest dose activity change, negative = inhibition, actives largely listed as inhibitors. actives 0.037% (n = 290,000). AID 2662; active means well fitted inhibition curve with a large enough effect in the polarisation, with a control signal flat, not every such curve was filed as active; inconclusive means small, poorly fitted or top-dose-only effect, or effect the other way, or a change in a side signal; inactive means no such curve, though single readings can be large or run the other way; the % refers to the polarisation; further: potency means the concentration at half of the fitted maximal effect
#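 Steps: dispense CXXC domain solution (7 uM) → pin compounds or unlabeled HOX-A9 DNA control → 5 min ambient → add FLSN-HOX-A9 solution (50 nM) → spin → 30 min ambient → fluorescence polarization. Tris pH 7.5/NaCl/DTT/BSA buffer.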
# AT treatment = potential ataxia-telangiectasia treatment. […] A-T fibroblasts, KAP-1 phosphorylation AlphaLISA; neocarzinostatin DNA damage 30 min before lysis. Potency, µM (top dose mostly 57.5 µM), inactives show at the top dose activation, hits mostly activators. actives 0.19% (n = 320,000). AID 485349; further: potency means the concentration at half of the fitted maximal effect; % of control where 0% means no effect; nearly all actives have a fitted effect of over 45% in size
#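 hTERT-immortalized A-T patient fibroblasts ([…]), 500 cells/well in OPTI-MEM, 1% FBS, got compounds for 60 min, then NCS for 30 min at 37C. Lysates were then assayed for phospho-KAP-1 by AlphaLISA (anti-pKAP1 donor, anti-KAP1 acceptor beads), 6 hr at 25C.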
# TCR activator = activates T cell receptor signaling | AID 504894 | 330,000 tested, under 10 active | Potency, µM (top dose mostly 9.22 µM), for inactives: at the highest dose activation of IL-2 secretion, most hits filed as activators | primary human leukocytes, anti-CD3, IL-2 HTRF, 48 h; further: % of control where 0% means no effect
#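 Human primary leukocytes + a-CD3 beads + cpd, 48 hr; IL-2 in supernatant by HTRF (ex 320nm / em 665nm). No co-stimulatory signal supplied.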
# TSHR antag = blocks TSH signaling through the human TSH receptor; P16473; TSHR-expressing cells, TSH-stimulated cAMP HTRF, 2 h; hits give low values; AID 504810; activity change, negative = inhibition, % at 11.5 µM; actives 0.2% (n = 330,000);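 active means activity change below a set negative limit, meaning inhibition stronger than a set level, cut at about -70% in these data; inconclusive means activity change between two set negative limits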; further: on the % scale 0 is the no-effect control and ±100 the full control effect
#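 Antagonism was scored as loss of TSH-driven cAMP in TSHR cells, stimulated with 4nM TSH (EC80) for 2 hours at 37 deg C and detected by homogeneous HTRF competition immunoassay.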
# * hit, by the source's call; i = inactive; u = inconclusive; x = no result given; [ ] = remark or other dose. Unless noted, the call rests on the fitted dose curve; in most records, active means well fitted curve in the direction sought with a large enough effect; inconclusive means small, poorly fitted or top-dose-only effect, or another doubt; inactive means no such curve, though single readings can be large; an effect the other way counts as inactive or inconclusive.
entry	SMILES	MLL CXXC-DNA inh	Coupling enz	BCR signal inh	Giardia kill	AT treatment	TSHR antag	KCNH2 WT inh	Tb PFK inh	TCR activator	GALK inh
1	CC(C)(C)c1cccc(OCCCSc2ncccn2)c1	-1.8%	-2.0	u	4.4	7.6%	2.3	-2.7	-3.7%	-4.1%	-3.8%
2	Nc1ncnc2c1ncn2[C@@H]1O[C@H](CNC(=O)[C@@H](N)Cc2ccccc2)[C@@H](O)[C@H]1O	x	x	-2.3%	-0.4	-11.6%	-9.8	4.1	-3.6%	0.7%[46.1 µM]	x
3	Cn1nc(-c2ccccc2)c(CSc2cccc(Cl)c2)c1Cl	-2.1%	0.3	u	22.9	6.2%	-18.7	-19.3	3.2%	-5.9%	1.3%
4	Cc1ccc(CNC(=O)C2CC(c3ccc([N+](=O)[O-])cc3)=NO2)cc1 (configuration not stated)	6.7%	-0.5	-0.2%	10.4	-0.4%	-3.5	-16.9	7.5%	1.9%	2.5%
5	O=C1/C(=C/c2c[nH]c3ccccc23)CCC/C1=C\c1c[nH]c2ccccc12	u	-7.6	-0.6%	1.6	-6.7%	0.9	-5.4	0.7%	-4.3%[46.1 µM]	x
6	CC(=O)c1cc2c(cc1NS(=O)(=O)c1ccc(C)cc1)OCCO2	7.0%	-3.3	-0.1%	u	-3.5%	-1.2	-1.8	8.9%	-2.3%	1.2%
7	O=C(CSc1nccc(=O)[nH]1)N1c2ccccc2CCc2ccccc21	-9.1%	7.3	10.2%	-8.3	-2.5%	-8.3	-12.5	-4.2%	6.1%	7.6%
8	O=C(C1CCCN1S(=O)(=O)c1cccc2nsnc12)N1CCN(c2ccc(F)cc2)CC1 (configuration not stated)	9.3%	x	1.1%	2.0	-3.4%	-7.1	35.5	4.3%	-1.8%	-1.6%
9	CC1Cc2cc(/C(O)=C3\C(=O)C(=O)N(CCN4CCOCC4)C3c3ccccc3F)ccc2O1 (configuration not stated)	1.2%	9.5	2.3%	-9.2	2.0%	1.5	7.6	9.4%	-4.3%	-2.6%
10	Cc1ccc(OCCCCn2ccnc2C)c(C)c1	-2.5%	0.8	5.0%	12.0	-3.9%	2.2	26.2	-2.5%	2.2%	-1.1%
11	CCCCN(C(=O)c1cc(S(=O)(=O)N2CCCCCC2)ccc1OC)c1ccccc1	x	x	-16.3%	13.8	6.9%	-7.4	0.0	-7.9%	x	x
12	CCN1CCN(S(=O)(=O)c2ccc(Cl)c(C(=O)N(C)Cc3ccccc3)c2)CC1	x	x	u	-25.4	-6.1%	-7.2	6.7	-1.2%	-3.3%	x
13	CSCCNC(=O)c1cccc(Cl)c1	1.8%	-3.0	u	-3.4	2.2%	-2.7	-9.3	-5.9%	7.1%	8.0%
14	Cc1ccccc1C(=O)NC(C)C(c1cccs1)N1CCOCC1 (configuration not stated)	-3.4%	0.7	-1.4%	-2.7	-3.5%	-0.4	-7.4	1.3%	0.5%	0.4%
15	Clc1ccc(-c2nn3c(-c4ccccc4)nnc3s2)cc1	-5.4%	7.9	7.3%	7.8	-16.6%	30.2	5.7	-9.7%	0.0%	1.6%
16	O=C1NC2=C(C(=O)OC2)C(c2ccc(OC(F)(F)F)cc2)N1 (configuration not stated)	-9.9%	-1.4	-5.2%	20.5	39.4%	-10.6	-1.5	-1.9%	-8.1%	1.3%
17	Cc1cc(S(=O)(=O)N2CCN(c3ccc(F)cc3)CC2)c(C)s1	0.0%	4.0	1.1%	-8.2	8.7%	-14.9	1.9	-13.6%	-3.5%	-1.7%
18	CC(=O)NN1C(=O)c2ccccc2NC1c1ccco1 (configuration not stated)	0.3%	3.4	8.9%	8.0	-2.7%	6.8	-1.3	-0.1%	-0.4%	-0.4%
19	COc1ccc(N(CC(=O)Nc2ccc3c(c2)OCO3)S(=O)(=O)c2ccccc2)cc1	7.4%	-4.5	2.7%	-17.2	9.1%	-3.2	i	0.6%	8.0%	-1.2%
20	CCN(CCNC(=O)c1cc(C)nn1-c1ccccc1)c1ccccc1	-5.7%	0.4	8.3%	-7.5	2.2%	3.0	6.8	3.0%	-339.6%	-2.9%
21	COc1ccc(C(=O)NC=C2C(=O)OC(C)(C)OC2=O)cc1	-11.8%	-2.6	-2.1%	-1.9	2.1%	25.0	3.0	-6.9%	-1.8%	7.8%
22	COCCCn1c(-c2ccccc2)nc2ccccc2c1=O	-8.9%	0.8	0.0%	1.3	2.1%	-1.7	5.5	2.3%	3.2%	-0.2%
23	O=C(CCCOc1ccc(Br)cc1)Nc1ccc(S(=O)(=O)N2CCOCC2)cc1	x	x	-29.9%	0.1	13.3%	-12.8	0.4	-0.4%	-3.8%	x
24	Nc1cc2c(cc1C(=O)c1ccccc1)OCCO2	-1.3%	0.0	-6.9%	-3.5	-9.5%	9.3	-5.9	2.8%	-7.1%	-0.9%
25	COc1ccc(-n2nc3c(c2NC(=O)c2c(-c4ccccc4Cl)noc2C)CS(=O)(=O)C3)cc1	1.4%	-1.6	-4.2%	5.1	-4.3%	-10.7	2.5	-6.3%	-19.9%	2.8%
26	O=S(=O)(NCc1ccccn1)c1ccc2ccccc2c1	0.3%	-1.3	5.7%	-23.5	-5.8%	-5.8	1.4	2.6%	6.7%	1.4%
27	COC(=O)CSc1nc2cc3c(cc2cc1C)OCO3	-10.0%	-2.6	-5.0%	48.5[activator]	4.3%	-6.5	-8.5	1.1%	-4.8%	-1.6%
28	Cc1cccn2c(=O)c(/C=C(\C#N)C(=O)NC3CCS(=O)(=O)C3)c(Oc3ccc(F)cc3)nc12 (configuration not stated)	-3.3%	-2.0	-15.6%	32.6[activator]	8.7%	10.6	4.3	2.0%	3.5%	-8.0%
29	CCOc1ccc(/C=C2\N=C(c3cccs3)OC2=O)cc1OC	2.6%	3.0	-1.3%	x	-1.8%	6.6	x	6.3%	-0.3%[46.1 µM]	0.7%
30	CCCCN(CCCC)c1nc(OC)nc(-n2nnc(C(C)=O)c2C)n1	-12.8%	0.1	u	-3.6	5.4%	-25.3	5.4	4.6%	3.4%	-4.2%
31	CCc1nnc(NC(=O)c2ccc(S(=O)(=O)N3CCCCC3)cc2)s1	0.9%	1.3	u	0.1	-9.6%	-5.5	-10.1	1.7%	0.5%	-1.9%
32	COc1ccc(-c2ccnc3c(Br)c(C)nn23)cc1	x	x	-5.6%	-15.0	0.8%	-24.3	6.3	-5.1%	0.6%	x
33	N=c1n(CCc2ccccc2)c2ccccc2n1Cc1ccccc1F	5.5%	-0.2	u	-9.5	-1.2%	4.3	43.6	-3.3%	1.2%[46.1 µM]	0.8%
34	COc1ccc(NC(=O)C(CCS(C)(=O)=O)NC(C)=O)cc1 (configuration not stated)	-17.1%	0.9	-4.3%	21.1	5.9%	-1.4	-2.8	0.9%	-7.4%	0.1%
35	O=C(O)CC1S/C(=N/N=C/c2ccc([N+](=O)[O-])cc2)N(c2ccc(O)cc2)C1=O (configuration not stated)	-6.2%	5.1	-15.4%	15.8	3.1%	5.7	-2.5	-0.3%	-2.0%	5.2%
36	Cc1ccc(-n2c(SCC(=O)Nc3ccc(C(=O)O)cc3)nnc2-c2ccncc2)cc1	-4.9%	9.9	-3.7%	12.9	-1.4%	-3.9	-12.7	-9.3%	3.5%	3.0%
37	Cc1c(Cl)cccc1NC(CC(=O)c1ccccc1)C(=O)OCC(=O)c1cccs1 (configuration not stated)	9.7%	-2.8	-3.0%	14.9	4.0%	3.5	-5.7	u	-1.9%[46.1 µM]	-5.2%
38	CCOC(=O)N1CCC(NC(=S)Nc2ccc3nc(N4CCN(CC)CC4)cc(C)c3c2)CC1	-6.3%	0.1	u	9.0	-2.1%	-1.7	7.2	1.9%	11.6%	0.7%
39	Cc1cccc([C@@H]2[C@@H]3C(=O)N(Cc4ccccc4)C(=O)[C@@H]3[C@]3(Cc4ccc(Cl)cc4)C(=O)N(c4cccc(Br)c4)C(=O)N23)c1	25.4%	-3.3	u	-15.4	-8.1%	0.5	-29.6	-0.9%	3.0%	x
40	CCC(=O)c1ccc(OC(C)C(=O)NC2(C#N)CCCCC2)cc1 (configuration not stated)	-0.5%	1.2	1.2%	15.0	u	3.1	1.3	-7.8%	-3.0%	6.1%
41	CCCOc1ccc(N2CC(C(=O)NCCc3ccc(OC)c(OC)c3)CC2=O)cc1 (configuration not stated)	3.0%	0.8	-0.6%	8.7	-5.1%	-20.1	-4.2	-7.0%	-11.2%	4.3%
42	Cc1cc2nccc(-c3cccnc3)n2n1	9.7%	1.8	u	-16.3	-1.6%	-3.9	1.1	-0.9%	2.7%	-0.6%
43	N#CCCN(Cc1ccccc1)C(=O)Nc1ccc(F)cc1	-3.9%	0.0	10.0%	-23.5	1.4%	6.8	-5.8	0.7%	-4.0%	-1.5%
